MC4R ag barr – activates human MC4R beta-arrestin recruitment; activation, % at 8.9 µM; 360,000 tested, 0.98% active; U2OS MC4R beta-arrestin complementation, luminescence; percent of melanotan II response, DMSO zero; P32245;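 active = activation above a per-plate cutoff, the mean activation of sample wells on that plate plus 3 SD, cut at about 8% in these data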
Target sequence (P32245 whole entry, looked up): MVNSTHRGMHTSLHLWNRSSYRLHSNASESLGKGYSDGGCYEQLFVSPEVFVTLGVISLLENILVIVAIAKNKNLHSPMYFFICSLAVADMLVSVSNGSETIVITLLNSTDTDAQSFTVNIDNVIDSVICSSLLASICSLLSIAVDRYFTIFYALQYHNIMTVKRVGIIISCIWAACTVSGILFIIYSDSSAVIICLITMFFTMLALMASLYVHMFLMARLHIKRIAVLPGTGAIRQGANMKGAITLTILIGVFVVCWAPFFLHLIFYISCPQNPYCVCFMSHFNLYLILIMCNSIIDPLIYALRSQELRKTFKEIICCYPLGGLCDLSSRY
MC4R antag cAMP – blocks human MC4R cAMP signaling. P32245. MC4R-expressing cells, MTII-stimulated cAMP, LANCE TR-FRET. inhibition, % at 6.5 µM. 360,000 tested, 0.48% active. AID 540295;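 active = inhibition above its plate's cutoff, the mean of tested wells on that plate plus 3 SD, cut at about 29% in these data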;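 also: 0% = Melanotan II alone and 100% = Melanotan II plus saturating MCL0020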
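Assay system: U2OS-MC4R stable cell line; Also added: Melanotan II; Technique: Eu-cAMP/anti-cAMP TR-FRET, emission 671 nm; Times: 30-min compound, 1-h challenge, 1-h detection, room temperature.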
aDG glyco act – increases alpha dystroglycan glycosylation; Pro5-aDG cells, alpha-DG glycosylation AlphaScreen (IIH6); 0% Pro5, 100% B10-LARGE cell signal; activation, % at 10 µM; 360,000 tested, 0.22% active; AID 624168;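 active = activation of at least 8% versus controls, or a plate z-score of at least 8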;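 also: Pro5 are CHO cells carrying HIG-tagged alpha-DG that lacks glycosylation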
Exocytosis inh – blocks lytic granule exocytosis. TALL-104 LAMP-1 surface exposure, flow cytometry; cells stimulated with thapsigargin and PMA. inhibition, % at 10 µM. 360,000 tested, 0.66% active. AID 651702;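 active = inhibition above about 55%, limit read from the data; inconclusive = no clear call, values can overlap the other calls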
ABHD5-PLIN5 inh – blocks binding of human ABHD5 to perilipin-5 | 360,000 tested, 0.78% active | Q00G26+Q8WTS1 | AID 602281 | Split G. princeps luciferase complementation, luminescence, 4 h | inhibition, % at 4 µM;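 active = inhibition above the mean inhibition across every tested compound plus 3 SD, cut at about 22% in these data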;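 also: 0% = DMSO only wells and the 100% control is not disclosed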
ABCB6 inh 2 – human ABCB6 transporter inhibition; 360,000 tested, 0.19% active; K562-ABCB6 porphyrin accumulation, flow cytometry, 1 h; stronger effect = lower value; fluorescence ratio to DMSO, % at 10 µM; Q9NP58; AID 602162;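 active = fluorescence ratio to DMSO below 75%, the collection mean minus 3 SD; inconclusive = too few cells collected in the well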;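 also: signal is porphyrin accumulated inside mitochondria; 100% equals median channel fluorescence of DMSO control wells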
NOD2 RIPK2 PPI – blocks binding of human NOD2 to RIPK2 | inhibition, % at 4.98 µM | 360,000 tested, 0.38% active | O43353 | CHO BLA complementation NOD2-RIPK2, CCF4 ratio; in the data active = inhibition above about 21%;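 also: 0% = vehicle only and 100% = reference blocker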
Target sequence (O43353 whole entry, looked up): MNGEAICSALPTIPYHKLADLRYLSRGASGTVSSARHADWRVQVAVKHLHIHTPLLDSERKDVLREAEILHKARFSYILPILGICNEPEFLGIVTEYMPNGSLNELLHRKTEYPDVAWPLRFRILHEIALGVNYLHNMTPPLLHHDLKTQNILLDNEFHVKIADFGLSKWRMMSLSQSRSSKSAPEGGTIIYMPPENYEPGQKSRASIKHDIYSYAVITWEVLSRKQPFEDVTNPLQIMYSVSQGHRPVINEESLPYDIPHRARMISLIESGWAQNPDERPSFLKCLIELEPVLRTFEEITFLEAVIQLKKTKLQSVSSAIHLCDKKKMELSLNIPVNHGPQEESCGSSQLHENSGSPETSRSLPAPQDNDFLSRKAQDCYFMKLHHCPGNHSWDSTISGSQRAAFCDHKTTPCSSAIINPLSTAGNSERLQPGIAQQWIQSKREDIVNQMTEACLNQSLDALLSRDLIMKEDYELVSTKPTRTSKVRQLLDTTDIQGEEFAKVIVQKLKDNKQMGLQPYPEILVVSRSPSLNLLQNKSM
TLR9-MyD88 block – blocks human TLR9 binding to MyD88; Q9NR96+Q99836; CHO BLA complementation TLR9-MyD88, CCF4 FRET ratio; inhibition, % at 4.98 µM; 340,000 tested, 0.21% active; AID 504734;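 active = inhibition above the mean over all tested compounds plus 3 SD, cut at about 21% in these data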;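 also: 0% = DMSO only wells and 100% = clavulanate BLA inhibitor control wells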
Vif inh – HIV Vif inhibition; HEK293T cells, Vif self-association by quenched fluorescence, imaging, 24 h; inhibition, % at 7.49 µM; 340,000 tested, 0.35% active; in the data active = inhibition above about 50%, passing the limit was not always enough; inconclusive = no clear call, values can overlap the other calls; inactive = below about 31%; also: some results filed as inactive read as strong as hits
Glyco luc inh – N-linked glycosylation inhibition | D54 ERlucT glycosylation luciferase reporter, 24 h; percent of 100 nM tunicamycin response | reporter increase, % at 12.5 µM | AID 588692 | 360,000 tested, 0.23% active;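 active = mean luciferase reporter signal, scaled so untreated is 0 and the glycosylation-blocking control 100, at or above a set limit in every replicate; inconclusive = mean reaches the limit but not every replicate does; inactive = mean below the limit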;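 also: luciferase carries N-glycosylation sites so blocking glycosylation raises the light; 0% = median of neutral control wells and 100% = median of 100 nM tunicamycin wells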
* hit, by the source's call; ? = inconclusive; · = no result given. The list is partial; rates above refer to the full screens.

Values run as follows: MC4R ag barr	MC4R antag cAMP	aDG glyco act	Exocytosis inh	ABHD5-PLIN5 inh	ABCB6 inh 2	NOD2 RIPK2 PPI	TLR9-MyD88 block	Vif inh	Glyco luc inh
CC(C)C[C@H]1CN([C@@H](CC(C)C)CN2CCC[C@H]2CN2C(=O)C(=O)NC[C@@H]2Cc2ccc(O)cc2)C(=O)C(=O)N1CCc1ccccc1
 : ·	·	-0.2	3	3	97	-15	·	·	·
CN(C)C=Nc1ncc2c([nH]c3ccccc32)c1C#N
 : -2.6	-1	0.9	-4	3	109	-1	3	-16	-7
CCC(C)C(=O)Nc1ccc(S(=O)(=O)N2CCCC2)cc1 (configuration not stated)
 : -0.9	8	-0.1	-6	-5	105	2	-7	-6	1
Cc1ccc2c(c1)nnn2C1CCN(C(=O)C2CCCCC2)CC1
 : 1.7	14	-0.1	2	3	97	-12	1	-2	0
O=C(c1ccc2c(c1)N(Cc1ccc(F)cc1)C(=O)CS2)N1CCOCC1
 : -1.3	3	0.2	-2	7	94	-1	6	7	-2
CCCCN(C(=O)C1CC(=O)N(CCc2ccc(OC)c(OC)c2)C1)c1c(N)n(CC(C)C)c(=O)[nH]c1=O (configuration not stated)
 : -1.7	0	0.1	2	-4	102	-7	4	-1	1
COC(=O)c1c(NC(=O)c2cccnc2Cl)sc(C(=O)N(C)C)c1C
 : 1.2	20	0.1	-4	1	102	2	-6	6	?
Cc1ccc(/C=N/NC(=O)CSc2ccccn2)o1
 : 1.1	14	0.0	-2	5	102	-11	-3	0	1
C/C(=N\NC(=O)c1nn(C)cc1Br)c1ccncc1
 : 1.2	-1	-0.2	0	-3	104	-9	0	-5	0
O=C(N/N=C/c1ccc(O)cc1)c1cc(C23CC4CC(CC(C4)C2)C3)[nH]n1
 : 0.0	16	-0.1	10	-4	98	-3	-3	1	-2
COc1ccccc1/C=C/C(=O)c1c2c(c(C)[nH]c1=O)CCCC2
 : -2.2	0	0.4	0	11	102	4	8	-4	-7
Clc1cccc2sc(N3CCCCC3)nc12
 : 0.0	9	0.0	2	2	97	2	5	1	1
O=C(NCCCN1CCCC1=O)Nc1ccccc1Cl
 : -0.9	0	0.0	0	6	95	8	-5	6	3
CCOc1ccccc1NS(=O)(=O)c1ccc2oc(=O)ccc2c1
 : -0.4	5	-0.1	11	5	97	1	-6	-1	1
C=CCNC(=S)N(CC=C)C1CCS(=O)(=O)C1 (configuration not stated)
 : -0.1	13	0.0	-3	5	99	-24	-29	8	1
CSc1ccccc1C(=O)C1CCCN(S(=O)(=O)N(C)C)C1 (configuration not stated)
 : 0.2	1	0.4	-2	0	92	-6	7	0	1
O=C(Nc1cc(C(=O)N2CCCC2)ccc1N1CCCC1)c1ccccc1F
 : -0.7	10	1.0	1	-5	98	1	-7	15	-1
CCOC(=O)c1c(NC(=O)c2ccco2)n(C2CCCCC2)c2nc3ccccc3nc12
 : 3.5	-1	2.5	-4	10	102	1	9	4	0
CCC(Oc1ccccc1)C(=O)OCC(=O)Nc1c(C)nn(-c2ccccc2)c1C (configuration not stated)
 : -1.9	4	-0.2	-6	1	94	3	-6	-7	1
COc1cc(CNC(=O)Nc2nc(C(N)CCc3ccccc3)cs2)cc(OC)c1OC (configuration not stated)
 : -0.6	5	0.8	-7	5	85	1	·	-5	-2
COC(=O)CC1COc2ccccc2N1C(=O)c1ccc(Cl)cc1 (configuration not stated)
 : -1.4	-6	0.0	1	-1	96	-2	-5	-5	2
CCCCNC(=S)NNC(=O)CCn1cc(C)cn1
 : -0.5	13	-0.1	14	1	104	-1	-5	-1	-1
CCn1c(SCC(=O)Nc2ccc3c(c2)OCCO3)nnc1-c1cccnc1
 : -0.9	3	0.0	-4	-5	99	-3	-3	2	0
Cc1noc(C)c1COc1ccc(C(=O)OCC(=O)N2c3ccccc3NC(=O)C2(C)C)cc1
 : -0.8	0	-0.4	-3	-7	104	0	-10	-2	-1
Cc1ccc(CN(Cc2cc3cccc(C)c3[nH]c2=O)C(=S)NCCCN(C)C)cc1
 : 0.3	-1	0.7	17	20	92	12	-5	2	-6
COC(=O)c1sc(NC(=O)/C=C/c2ccccc2Cl)nc1C
 : 1.0	-3	0.4	5	-2	101	-11	11	1	1
C/C(=N/NC(=O)c1ccncc1)c1ccccc1
 : -1.4	2	0.1	-10	0	99	3	-3	-1	3
O=S(=O)([N-]c1nc2ccccc2nc1-[n+]1ccc(-c2ccncc2)cc1)c1ccccc1
 : -4.2	-2	1.2	4	1	104	-14	0	4	-9
CNc1ccc(/C=C(\C#N)C(=O)Nc2ccccn2)cc1[N+](=O)[O-]
 : 0.9	-10	0.1	-8	1	103	-8	2	-9	0
COc1ccc(S(=O)(=O)Nc2nc3ccccc3s2)cc1OC
 : 5.3	-1	0.1	0	-8	101	-3	-2	-1	2

Values run as follows: MC4R ag barr	MC4R antag cAMP	aDG glyco act	Exocytosis inh	ABHD5-PLIN5 inh	ABCB6 inh 2	NOD2 RIPK2 PPI	TLR9-MyD88 block	Vif inh	Glyco luc inh
Cn1c(N)c(C(=O)COC(=O)CSc2ccc3ccccc3c2)c(=O)n(C)c1=O
 : -0.3	11	-0.1	1	1	98	-19	12	-2	2
COc1cc(C2CC(=O)Oc3cc(C)c(Cl)c(C)c32)cc(OC)c1OC (configuration not stated)
 : 0.6	6	0.0	0	-4	100	6	-3	3	4
COc1ccc(C(=O)NCCNc2ccc([N+](=O)[O-])cn2)cc1
 : 1.8	9	0.1	5	-2	98	6	-14	-8	-2
O=C1NC(=O)/C(=C/c2ccccn2)S1
 : -1.9	-3	0.0	6	-6	97	-2	0	-5	-2
CCc1nc2ccc(C(=O)NCCCN3CCCC3=O)cn2c1N(C)CCC(C)C
 : -0.2	13	-0.1	3	1	101	-2	·	18	0
COC(=O)c1nc2n(n1)C(c1ccccc1OC)C1=C(CCCC1=O)N2 (configuration not stated)
 : -2.0	1	-0.1	-2	-5	97	-8	-3	8	1
CCOC(=O)c1cc(C#N)c(SC)nc1C
 : 0.5	-6	0.1	-2	7	98	-6	3	2	1
CCOc1ccc2[nH]c3c(c2c1)CNCC3
 : -0.2	2	-0.1	37	-1	101	-4	-2	5	2
Cc1c(CCO)sc[n+]1CC(=O)OCCC12CC3CC(CC(C3)C1)C2
 : 0.0	26	0.3	0	8	98	-7	2	-15	3
C(=N\Nc1nc(-c2ccccc2)cs1)/c1ccco1
 : -0.3	2	-0.4	-2	-11	94	6	19	3	1
O=C(COC(=O)c1cccc(S(=O)(=O)N2CCc3ccccc32)c1)NCc1ccco1
 : -0.2	-2	-0.2	8	3	97	-6	-1	-1	-3
O=C(COC(=O)/C=C/c1ccccc1)Nc1ccccc1Br
 : 6.1	6	-0.1	2	-3	92	-1	-1	-7	0
COc1ccc(OC)c(S(=O)(=O)Nc2ccc(O)c3ccccc23)c1
 : -2.4	1	3.2*	85*	-1	114	-8	-9	2	6
CCOc1ccccc1NC(=O)N1CCC(NC(=O)c2ccccc2C)CC1
 : -0.6	9	0.0	6	2	101	3	-7	-2	1
CCOC(=O)Cc1csc(SCC(=O)Nc2cccc(C#N)c2)n1
 : -2.7	0	-0.2	0	3	101	-8	-2	0	0
Cc1ccc(-n2ncc3c(NCCCN4CCOCC4)ncnc32)c(C)c1
 : 0.3	-6	0.0	3	-5	103	-20	1	-2	-1
N=C1/C(=C\c2ccc(OC(=O)c3ccc(F)cc3)cc2)C(=O)N=C2SC(N3CCCC3)=NN12
 : 0.0	10	-0.2	6	3	99	-10	2	7	0
Cc1cc(C)cc(N(CC(=O)NC(C)(C)C)C(=O)CCC(=O)Nc2nccs2)c1
 : 2.1	5	0.1	6	-5	104	1	7	-9	-2
COc1cc(SC)ccc1C(=O)NCCOc1ccc(C)c(C)c1
 : 1.4	2	-0.1	-2	-8	95	3	6	-4	2
Cc1ccc(-n2nnnc2Sc2nc([N+](=O)[O-])nn2C)cc1
 : -1.2	4	0.2	3	4	91	-5	-7	0	-2
CS(=O)(=O)N1CCN(c2ccccc2NC(=O)c2cccnc2Cl)CC1
 : -0.7	20	-0.1	-1	-4	107	-10	-8	5	4
Cc1ccc(C)c(CSc2nnc([C@@H](N)C(C)C)o2)c1
 : 1.3	-3	0.3	2	9	85	7	8	-1	0
Cc1ccc(NC(=O)c2ccc(Cn3cc([N+](=O)[O-])cn3)cc2)c(C)c1
 : -0.2	0	0.2	0	-3	98	4	0	-11	-4
O=C(COC(=O)c1ccc[nH]c1=O)Nc1ccc(N2CCCCC2)cc1
 : -2.6	-2	-0.1	-6	0	100	6	-2	-1	-3
COc1ccc(NC(=O)Cc2c(SC)c3ccccc3n2Cc2ccccc2)cc1
 : 24*	9	0.2	-3	1	104	-6	-6	14	5
CN1CCCC1CN1CCCC1 (configuration not stated)
 : ·	·	0.0	9	8	101	0	·	-7	0
COc1ccc(CCNCC(O)COc2cccc(C(C)=O)c2)cc1OC (configuration not stated)
 : -0.9	11	0.0	-1	3	98	-11	3	6	-1
COc1ccccc1C(NC(C)=O)c1c(O)ccc2ccc(O)cc12 (configuration not stated)
 : -0.7	8	-0.1	0	-5	99	0	3	2	-1
CCOC(=O)c1cnc(SCC(=O)OCC(=O)NC2CCS(=O)(=O)C2)nc1N (configuration not stated)
 : -2.0	-1	-0.2	-6	6	93	2	-2	-5	-1
CC1(C)CC(=O)C2=C(C1)N(c1ccc(Cl)cc1)C(=O)C2(O)C(F)(F)F (configuration not stated)
 : 0.4	9	0.0	-2	-2	99	-10	-4	-6	-2

Values run as follows: MC4R ag barr	MC4R antag cAMP	aDG glyco act	Exocytosis inh	ABHD5-PLIN5 inh	ABCB6 inh 2	NOD2 RIPK2 PPI	TLR9-MyD88 block	Vif inh	Glyco luc inh
CC(=NNC(=S)N1CC2CCC(CC2)C1)c1cnccn1
 : -2.6	-4	-0.2	-22	-1	96	-12	11	-20	-12
COc1ccc(Br)cc1CN(C)C(=O)c1ccccc1SCC(=O)N1CCCC1
 : -1.3	-4	0.2	-4	3	95	-14	9	-1	0
Cn1cc(CN(Cc2ccccn2)C[C@@H]2CCC(=O)N2)c(-c2ccccc2F)n1
 : -2.6	4	-0.2	3	-6	99	-5	-9	0	4
Cc1ccc(-n2c(CNC(=O)c3cccs3)nnc2SCC(=O)NO)cc1
 : 0.0	20	-0.1	-2	-4	102	4	-2	0	1
CS(=O)(=O)c1ccc(Cl)c(NC(=O)COC(=O)c2cccc(C#N)c2)c1
 : -0.9	17	-0.3	2	-1	94	2	8	18	0
CCN1CCN(c2ccccc2NC(=O)c2ccc(-n3cccn3)cc2)CC1
 : -2.3	-3	-0.2	4	-6	99	-8	3	-2	-1
Cc1cc2nc(C3CCCCC3)c(Cc3ccsc3)n2c(C)c1Br
 : ·	·	-0.2	-10	-6	108	11	·	·	·
Cc1cc(C)cc(C(=O)NC2C(=O)N3C(C(=O)O)=C(CSc4nnc(C)s4)CSC23)c1 (configuration not stated)
 : -1.2	5	-0.2	-3	10	95	-2	-9	11	4
COc1ccc(OCCCC(=O)NCCc2ccc(OC)c(OC)c2)cc1
 : -1.2	6	-0.2	-2	-3	99	-9	0	-3	0
Cc1cc(=O)[nH]c(SCc2csc(-c3ccccc3)n2)n1
 : -1.4	8	0.7	0	4	99	-7	-7	·	9

Assay outcomes (PubChem BioAssay)
